Screening data deposited in PubChem by Johns Hopkins Ion Channel Center.
KCNQ2 block: KCNQ2 channel blockers in CHO-K1 cells – cell-based, FluxOR thallium flux, B-score, primary screen (AID 2156) | 20 min; hits give low values | B-score at 10 µM | 310,000 compounds, 1.1% hits;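 active = fluorescence ratio B-score at most minus 3 library SDs, with starting brightness B-score within 2 library SDs, cut at about -5.5 in these data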
Target sequence (O88943 whole entry, looked up): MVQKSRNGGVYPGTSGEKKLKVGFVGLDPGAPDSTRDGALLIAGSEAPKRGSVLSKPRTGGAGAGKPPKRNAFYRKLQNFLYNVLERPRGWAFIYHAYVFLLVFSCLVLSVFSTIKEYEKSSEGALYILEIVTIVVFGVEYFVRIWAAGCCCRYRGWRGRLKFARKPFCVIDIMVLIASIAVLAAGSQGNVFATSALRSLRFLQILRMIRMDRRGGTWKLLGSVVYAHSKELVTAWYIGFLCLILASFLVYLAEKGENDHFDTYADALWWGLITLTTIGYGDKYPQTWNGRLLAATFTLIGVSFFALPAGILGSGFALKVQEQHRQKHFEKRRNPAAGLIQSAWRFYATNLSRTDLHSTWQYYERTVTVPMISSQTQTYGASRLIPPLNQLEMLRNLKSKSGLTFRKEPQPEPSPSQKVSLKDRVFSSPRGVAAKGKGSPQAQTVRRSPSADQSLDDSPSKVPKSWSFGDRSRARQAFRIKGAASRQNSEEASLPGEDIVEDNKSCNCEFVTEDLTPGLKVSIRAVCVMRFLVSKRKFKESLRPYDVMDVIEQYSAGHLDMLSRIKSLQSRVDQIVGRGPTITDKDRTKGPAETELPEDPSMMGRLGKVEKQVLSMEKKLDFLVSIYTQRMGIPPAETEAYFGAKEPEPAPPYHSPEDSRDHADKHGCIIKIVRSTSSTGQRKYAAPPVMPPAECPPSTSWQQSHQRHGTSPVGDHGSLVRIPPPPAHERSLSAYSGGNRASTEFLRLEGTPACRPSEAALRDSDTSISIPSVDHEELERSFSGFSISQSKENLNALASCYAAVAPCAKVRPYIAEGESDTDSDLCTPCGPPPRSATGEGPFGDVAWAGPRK
Kir21 inh: Kir2.1 (mouse) channel inhibition | HEK293-Kir2.1, FluxOR thallium flux fluorescence; hits give low values | B-score at 10 µM | AID 1672 | 310,000 compounds, 0.85% hits;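 active = fluorescence ratio B-score at or below minus 3 SD of library scores, with starting-brightness B-score within 2 SD, cut at about -4.2 in these data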;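 note: channel flux triggered by added potassium and thallium sulfate stimulus; B-score of peak minus minimum fluorescence over baseline after thallium stimulus; more negative B-score means stronger Kir2.1 block with less thallium influx; some compounds called inactive have numbers as strong as hits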
Starred values were filed as active, the others as inactive.

`O=C(N/N=C/C=C\c1cccc([N+](=O)[O-])c1)c1ccccn1` gave KCNQ2 block inactive and Kir21 inh 3.
For COC(=O)/C(C#N)=C(/Nc1ccc(F)c(Cl)c1)C(F)(F)F the results were KCNQ2 block inactive and Kir21 inh -1.1.
`CCN(CC)S(=O)(=O)c1cc(Br)ccc1OC` gave KCNQ2 block inactive and Kir21 inh 0.06.
For CCCCCC(=O)Nc1cc(S(=O)(=O)N2CCOCC2)ccc1N1CCCCC1 the results were KCNQ2 block inactive and Kir21 inh -0.09.
Screening Cc1cc(C)n(-c2nc3ccccc3c3nc(C)nn23)n1 returned KCNQ2 block inactive and Kir21 inh 0.79.
For Cc1ccc(C)c(N2CCN(C(=S)NC3CCCCC3)CC2)c1 the results were KCNQ2 block inactive and Kir21 inh -1.1.
Cc1cc(N)n(-c2ncnc3scc(-c4ccccc4)c23)n1 was read as KCNQ2 block inactive and Kir21 inh -1.6.
For O=C1NC(=O)C(CC(=O)N(Cc2ccco2)C2(C(=O)NC3CCCC3)CCCCC2)N1 (stereo unspecified) the results were KCNQ2 block inactive and Kir21 inh -0.53.
For Cc1c(C(=O)O)cccc1-n1c(C)cc(/C=N/Nc2ccc([N+](=O)[O-])cn2)c1C the results were KCNQ2 block inactive and Kir21 inh -0.03.
For CC(=O)c1cccc(NC(=O)c2onc(C)c2Cl)c1 the results were KCNQ2 block inactive and Kir21 inh -1.1.
`CCCCn1c(N)c(N(CCOC)C(=O)c2ccc(S(=O)(=O)N3CCC(C)CC3)cc2)c(=O)[nH]c1=O` gave KCNQ2 block inactive and Kir21 inh -0.99.
`CC(C)c1ccc(-n2cccc2/C=C2/C(=N)N3C=CSC3=NC2=O)cc1` gave KCNQ2 block inactive and Kir21 inh 0.74.
Screening O=C(Nc1ccc(F)cc1)C1CC(=O)n2c(nc3ccccc32)N1 (stereo unspecified) returned KCNQ2 block inactive and Kir21 inh 0.61.
For CC(=O)c1ccc(N2CCN(C(=O)C3CCN(S(=O)(=O)c4cccs4)CC3)CC2)cc1 the results were KCNQ2 block inactive and Kir21 inh 0.02.
Screening CCOc1ccccc1N1CCN(Cc2cc3c(cc2[N+](=O)[O-])OCO3)CC1 returned KCNQ2 block inactive and Kir21 inh 0.
`Cc1nc(C)c(C(=O)NCc2ccccc2Cl)o1` gave KCNQ2 block inactive and Kir21 inh -1.2.
CCOc1cc(C(=S)N2CCC(O)CC2)ccc1OS(=O)(=O)c1ccc(Br)cc1 was read as KCNQ2 block inactive and Kir21 inh -0.27.
For O=C(COC(=O)c1cncc(Br)c1)Nc1nc(-c2ccc(F)cc2)cs1 the results were KCNQ2 block inactive and Kir21 inh -0.18.
CC(C)CN(C(=O)C1CCCC1)C1CCS(=O)(=O)C1 (stereo unspecified) was read as KCNQ2 block inactive and Kir21 inh -0.06.
Screening O=C(c1cccs1)N1CCN(Cc2ccc3c(c2)OCO3)CC1 returned KCNQ2 block inactive and Kir21 inh 1.9.
Screening Nc1cc2c(cc1[N+](=O)[O-])OCCO2 returned KCNQ2 block inactive and Kir21 inh 1.4.
`CC(C)CN1C(=O)CC(Sc2ccccc2C(=O)O)C1=O` (stereo unspecified) gave KCNQ2 block inactive and Kir21 inh -0.66.
`Clc1ccc(-c2nc(-c3ccccn3)no2)cc1Cl` gave KCNQ2 block inactive and Kir21 inh -1.
Screening CCN(CC)Cc1c(O)ccc2c1O/C(=C\C=C\c1ccccc1)C2=O returned KCNQ2 block inactive and Kir21 inh -6.5.
For CC(C(=O)Nc1ccc(O)cc1)c1cccc(C(=O)c2ccccc2)c1 (stereo unspecified) the results were KCNQ2 block inactive and Kir21 inh -0.99.
`CCc1nnc(NC(=O)C2=NN(C3CCS(=O)(=O)C3)C(=O)CC2)s1` (stereo unspecified) gave KCNQ2 block inactive and Kir21 inh -0.06.
Screening CCC(c1nnc(SCC(=O)Nc2c(F)cccc2F)n1Cc1ccccc1)N(C)C (stereo unspecified) returned KCNQ2 block inactive and Kir21 inh 0.68.
For C/C(Cl)=C/Cn1c(SCc2ccc(Cl)cc2)nc2c1c(=O)[nH]c(=O)n2C the results were KCNQ2 block inactive and Kir21 inh -0.63.
COc1ccc2c(c1)CCC1=C2NC(=S)NC1c1ccc(N(C)C)cc1 (stereo unspecified) was read as KCNQ2 block inactive and Kir21 inh 0.62.
For O=C1c2ccccc2C(=O)N1CCCCSc1nc2ccccc2c(=O)n1CCCN1CCOCC1 the results were KCNQ2 block inactive and Kir21 inh -3.5.
Screening O=C(O)c1ccc(Nc2nc3ccc(Cl)cc3[nH]2)cc1 returned KCNQ2 block inactive and Kir21 inh -0.05.
O=C(CSc1ncn(-c2ccccc2)n1)Nc1ccc2c(c1)OCO2 was read as KCNQ2 block inactive and Kir21 inh -0.36.
`CCSc1nc2c(c(=O)[nH]c(=O)n2C)n1CC(O)COc1ccccc1C` (stereo unspecified) gave KCNQ2 block inactive and Kir21 inh -0.67.
`Cc1ccc(-n2c(Cc3cccn3C)nnc2SCC(=O)Nc2cc(C)on2)cc1` gave KCNQ2 block inactive and Kir21 inh 1.4.
`CN(C)C(=O)CSc1n[nH]c(-c2ccco2)n1` gave KCNQ2 block inactive and Kir21 inh 0.91.
CC1CN=C(N(C(=O)Nc2ccccc2)c2ccc(F)cc2)S1 (stereo unspecified) was read as KCNQ2 block inactive and Kir21 inh 0.08.
Nn1c(SCC(=O)NC2CCS(=O)(=O)C2)nnc1-c1cccs1 (stereo unspecified) was read as KCNQ2 block inactive and Kir21 inh -1.3.
For [O-][N+]1=C2CCC/C(=N\O)C2=NC12CCCCC2 the results were KCNQ2 block inactive and Kir21 inh -0.04.
Screening O=C(Nc1c2c(nn1-c1cccc(Cl)c1)CS(=O)(=O)C2)c1cccs1 returned KCNQ2 block inactive and Kir21 inh -0.72.
CCc1ccc(NC(=O)C(=O)NCCN2CCN(S(=O)(=O)c3ccccc3)CC2)cc1 was read as KCNQ2 block inactive and Kir21 inh 0.97.
For COc1ccc(CN2CCN(Cc3ccco3)CC2)cc1OC the results were KCNQ2 block inactive and Kir21 inh 1.9.
Screening CCOC1=NN(c2ccc(Cl)cc2)C(=O)/C1=C\N(C)C returned KCNQ2 block inactive and Kir21 inh 1.1.
For O=C1c2ccccc2NC(c2ccccc2)N1CCCN1CCOCC1 (stereo unspecified) the results were KCNQ2 block inactive and Kir21 inh -1.6.
COc1ccc(CSc2nc3ccccc3c(=O)[nH]2)cc1F was read as KCNQ2 block inactive and Kir21 inh -0.03.
Screening O=C(Nc1cccc(O)c1)c1ccccc1 returned KCNQ2 block inactive and Kir21 inh 0.18.
`CCOC(=O)c1c(C)[nH]c(C(=O)/C(C#N)=C/c2ccc(OC)c(OC)c2)c1C` gave KCNQ2 block inactive and Kir21 inh 0.55.
COc1ccccc1N(CC(=O)NC(C)(C)C)C(=O)CCC(=O)Nc1ccccn1 was read as KCNQ2 block inactive and Kir21 inh 0.06.
`CCc1ccc(NC(=O)C2CCCN(S(=O)(=O)c3c(C)[nH]c(=O)[nH]c3=O)C2)cc1` (stereo unspecified) gave KCNQ2 block inactive and Kir21 inh 3.
CC1CCN(c2c(NCc3ccc(C(=O)NCc4ccccc4)cc3)c(=O)c2=O)CC1 was read as KCNQ2 block inactive and Kir21 inh 0.29.
Screening O=C(Cc1ccccc1)N(c1ccc(F)cc1)C1C=CS(=O)(=O)C1 (stereo unspecified) returned KCNQ2 block inactive and Kir21 inh -1.3.
`CCc1cc(=O)oc2c3c(cc(OCC(=O)NCCCC(=O)O)c12)OC(C)(C)CC3` gave KCNQ2 block inactive and Kir21 inh 1.2.
For CC(C)C[C@@H](CO)N1CCN(Cc2cccnc2)CCC1=O the results were KCNQ2 block inactive and Kir21 inh 1.4.
Screening COC(=O)C1=C(C)N(CCc2ccccc2)C(=O)C1(NS(=O)(=O)c1ccc(NC(C)=O)cc1)C(F)(F)F (stereo unspecified) returned KCNQ2 block inactive and Kir21 inh 1.6.
For CCOC(=O)c1[nH]cnc1C(=O)Nc1ccccc1 the results were KCNQ2 block inactive and Kir21 inh -0.8.
Screening Cc1nc2ccccc2c(=O)n1NC(=O)c1ccc(C(C)(C)C)cc1 returned KCNQ2 block inactive and Kir21 inh 0.43.
For CCCCNS(=O)(=O)c1ccc(NS(=O)(=O)c2c(C)cc(C)cc2C)cc1 the results were KCNQ2 block inactive and Kir21 inh -0.86.
CCCC1C(C#N)=C(N)Oc2cc(C)n(C)c(=O)c21 (stereo unspecified) was read as KCNQ2 block inactive and Kir21 inh -0.76.
CC(CCc1ccccc1)NC(=O)CN1CCN(Cc2ccccc2)C1=O (stereo unspecified) was read as KCNQ2 block inactive and Kir21 inh 0.79.
For O=[N+]([O-])c1cccc(/C=C/c2ccccn2)c1 the results were KCNQ2 block inactive and Kir21 inh 0.46.
For O=C(O)c1cnn2c(-c3ccccc3)ccnc12 the results were KCNQ2 block inactive and Kir21 inh 1.4.

12 consecutive compounds out of the list so far, for reference:
CC1CCN(c2c(NCc3ccc(C(=O)NCc4ccccc4)cc3)c(=O)c2=O)CC1 was read as KCNQ2 block inactive and Kir21 inh 0.29.
Screening O=C(Cc1ccccc1)N(c1ccc(F)cc1)C1C=CS(=O)(=O)C1 (stereo unspecified) returned KCNQ2 block inactive and Kir21 inh -1.3.
`CCc1cc(=O)oc2c3c(cc(OCC(=O)NCCCC(=O)O)c12)OC(C)(C)CC3` gave KCNQ2 block inactive and Kir21 inh 1.2.
For CC(C)C[C@@H](CO)N1CCN(Cc2cccnc2)CCC1=O the results were KCNQ2 block inactive and Kir21 inh 1.4.
Screening COC(=O)C1=C(C)N(CCc2ccccc2)C(=O)C1(NS(=O)(=O)c1ccc(NC(C)=O)cc1)C(F)(F)F (stereo unspecified) returned KCNQ2 block inactive and Kir21 inh 1.6.
For CCOC(=O)c1[nH]cnc1C(=O)Nc1ccccc1 the results were KCNQ2 block inactive and Kir21 inh -0.8.
Screening Cc1nc2ccccc2c(=O)n1NC(=O)c1ccc(C(C)(C)C)cc1 returned KCNQ2 block inactive and Kir21 inh 0.43.
For CCCCNS(=O)(=O)c1ccc(NS(=O)(=O)c2c(C)cc(C)cc2C)cc1 the results were KCNQ2 block inactive and Kir21 inh -0.86.
CCCC1C(C#N)=C(N)Oc2cc(C)n(C)c(=O)c21 (stereo unspecified) was read as KCNQ2 block inactive and Kir21 inh -0.76.
CC(CCc1ccccc1)NC(=O)CN1CCN(Cc2ccccc2)C1=O (stereo unspecified) was read as KCNQ2 block inactive and Kir21 inh 0.79.
For O=[N+]([O-])c1cccc(/C=C/c2ccccn2)c1 the results were KCNQ2 block inactive and Kir21 inh 0.46.
For O=C(O)c1cnn2c(-c3ccccc3)ccnc12 the results were KCNQ2 block inactive and Kir21 inh 1.4.

Continued:
Screening CCOC(=O)C(Cc1ccccc1)(NC(C)=O)C(=O)OCC returned KCNQ2 block inactive and Kir21 inh 1.1.
NC(=O)c1ccc(NC(=O)CN2CCOCC2)cc1 was read as KCNQ2 block inactive and Kir21 inh 0.58.
Screening COc1ccc(NC(=O)c2cccc3ccccc23)cc1 returned KCNQ2 block inactive and Kir21 inh 0.07.
Screening CC(Oc1ccccc1)c1ccnc(N)n1 (stereo unspecified) returned KCNQ2 block inactive and Kir21 inh 0.57.
`COC(=O)Cc1c(C)c2ccc(O)c(CN3CCCC(C)C3)c2oc1=O` (stereo unspecified) gave KCNQ2 block inactive and Kir21 inh -0.81.
`Cn1c(=O)[nH]c(=O)c2c1nc(SCC(=O)O)n2CCc1ccccc1` gave KCNQ2 block inactive and Kir21 inh 1.9.
`CCOC(=O)c1cnc(SC)nc1Oc1cccc(NS(=O)(=O)c2ccc(Cl)cc2)c1` gave KCNQ2 block inactive and Kir21 inh 0.61.
Screening COc1cc(N)ccc1C(=O)O returned KCNQ2 block inactive and Kir21 inh -0.8.
CCOC(=O)C1CCCN(C(=O)CSCc2ccccc2)C1 (stereo unspecified) was read as KCNQ2 block inactive and Kir21 inh 0.69.
For O=C1C2ON(c3ccccc3)C(c3ccncc3)C2C(=O)N1c1ccc(Br)cc1 (stereo unspecified) the results were KCNQ2 block inactive and Kir21 inh 0.08.
`CSCC[C@H](NC(=O)N1CCn2c1nc1ccccc12)C(=O)NCC1CCCO1` (stereo partly specified) gave KCNQ2 block inactive and Kir21 inh -1.8.
CCC(=O)C1CCCN(C(=O)c2ccc(OC3CCN(C(=O)c4cccnc4)CC3)cc2)C1 (stereo unspecified) was read as KCNQ2 block inactive and Kir21 inh 0.06.
`COc1ccc(C(=O)C[n+]2ccc3c(c2)nc(-c2cc(OC)c(OC)cc2OC)n3C)cc1` gave KCNQ2 block inactive and Kir21 inh -1.7.
For N#Cc1c(N)c(C#N)c(-c2ccc3c(c2)OCO3)c2c1CCCC2 the results were KCNQ2 block inactive and Kir21 inh -0.32.
Screening CC(=O)Nc1ccc(-c2nnn(CC(=O)Nc3ccc4c(c3)OCO4)n2)cc1Cl returned KCNQ2 block inactive and Kir21 inh -0.31.
`CCOc1ccccc1NC(=O)NS(=O)(=O)c1ccc(C)cc1` gave KCNQ2 block inactive and Kir21 inh 0.
`COc1ccc(NC(=S)Nc2ccc(N)c([N+](=O)[O-])c2)cc1` gave KCNQ2 block inactive and Kir21 inh -0.64.
Screening CCc1nn2c(=O)cc(COc3ccc(NC(=O)c4ccco4)cc3)nc2s1 returned KCNQ2 block inactive and Kir21 inh 1.1.
Screening CC(=O)c1cccc(N2C(=NC(=O)CCc3ccccc3)SC3CS(=O)(=O)CC32)c1 (stereo unspecified) returned KCNQ2 block inactive and Kir21 inh -0.97.
For COc1ccc(CC(=O)NNC(=O)CCC(=O)Nc2cc(C)ccc2C)cc1 the results were KCNQ2 block inactive and Kir21 inh -1.5.
For O=C(N/N=C/c1c[nH]c2ccccc12)c1ccncc1 the results were KCNQ2 block inactive and Kir21 inh 0.
Screening CN(Cc1ccsc1)C(=O)CCc1nnc(CCCc2ccccc2)o1 returned KCNQ2 block inactive and Kir21 inh -1.8.
For Cc1onc(-c2ccccc2)c1C(=O)NCc1cccc(Cl)c1 the results were KCNQ2 block inactive and Kir21 inh 0.94.
